MrgX1 PAM: allosterically activates human MrgX1 receptor signaling; Q96LB2; MrgX1-HEK293, Fluo-4 calcium flux, FDSS; active compounds read high; B-score at 10 µM; actives 0.63% (n = 310,000);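 active = plate-corrected calcium response at least 3 library SD above typical, normal starting fluorescence, not activating the receptor alone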;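 also: compound read alongside a low EC10 to EC30 dose of BAM8-22 agonist; peak minus trough fluorescence over baseline measured at the second addition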
KCNQ1 act: potentiates or activates the human KCNQ1 potassium channel. P51787. CHO-K1 KCNQ1, thallium flux FluxOR fluorescence; active compounds read high. B-score at 10 µM. actives 0.35% (n = 310,000). AID 2648;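 active = fluorescence ratio B-score, a plate-corrected score, at least three library SD, with initial intensity B-score within 5 SD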
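Doses: Single concentration per compound, DMSO matched to controls | Test system: KCNQ1-transfected CHO-K1 cells | Timing: 90 min dye loading and 20 min compound exposure, both at room temperature | Measured by: Kinetic FluxOR thallium fluorescence, 10-s 1-Hz baseline, 110-s post-stimulus read | Medium: Assay buffer with matched DMSO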
KCNK3 inh: human KCNK3 channel inhibition, primary screen; O14649; CHO-KCNK3 thallium flux, FluxOR fluorescence; active compounds read low; B-score at 10 µM; actives 0.84% (n = 340,000);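 active = B-score under library mean minus 4 SD, starting fluorescence ratio at most library mean plus 5 SD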;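 also: more negative B-score means stronger inhibition of thallium flux through KCNK3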
Target sequence (O14649 whole entry, looked up): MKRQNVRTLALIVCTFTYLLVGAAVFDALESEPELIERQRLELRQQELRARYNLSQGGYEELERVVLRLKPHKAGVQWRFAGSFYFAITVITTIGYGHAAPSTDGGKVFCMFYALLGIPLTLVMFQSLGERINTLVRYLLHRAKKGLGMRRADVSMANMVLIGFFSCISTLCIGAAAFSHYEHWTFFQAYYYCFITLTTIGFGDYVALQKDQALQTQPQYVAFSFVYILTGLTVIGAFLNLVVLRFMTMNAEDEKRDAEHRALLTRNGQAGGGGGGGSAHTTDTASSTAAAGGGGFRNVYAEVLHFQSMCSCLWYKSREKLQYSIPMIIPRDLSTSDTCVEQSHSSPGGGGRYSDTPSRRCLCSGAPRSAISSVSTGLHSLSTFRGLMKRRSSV
RGS4 inh: inhibitors of human RGS4 | P49798 | HEK293 M3R/RGS4 inducible, Fluo-4 calcium flux; active compounds read high; triggered by carbachol at its EC20 | B-score at 10 µM | actives 0.45% (n = 310,000);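 active = B-score, a plate-corrected calcium signal, over three deviations above library mean, with baseline fluorescence within five deviations of library mean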;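 also: RGS4 expression induced by doxycycline in cells with stable M3 receptor; B-score is computed from the integrated fluorescence ratio over baseline after carbachol; higher B-score means a larger calcium signal and so more RGS4 inhibition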
Target sequence (P49798 whole entry, looked up): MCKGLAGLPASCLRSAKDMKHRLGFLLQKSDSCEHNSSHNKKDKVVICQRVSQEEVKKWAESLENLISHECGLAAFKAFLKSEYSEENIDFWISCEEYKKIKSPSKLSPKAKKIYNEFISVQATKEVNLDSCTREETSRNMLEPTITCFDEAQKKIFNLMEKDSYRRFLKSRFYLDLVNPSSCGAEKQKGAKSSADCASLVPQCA
KCNK9 inh: blocks the human KCNK9 two-pore domain potassium channel; AID 488922; HEK293 KCNK9, FluxOR thallium flux fluorescence; active compounds read low; B-score at 10 µM; actives 1.2% (n = 310,000);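 active = ratio B-score over 3 SD below the library mean, with starting fluorescence within 5 SD of its mean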;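 also: negative B-score means less thallium flux so channel inhibition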
Target sequence (Q9NPC2 whole entry, looked up, the tested form may be a part): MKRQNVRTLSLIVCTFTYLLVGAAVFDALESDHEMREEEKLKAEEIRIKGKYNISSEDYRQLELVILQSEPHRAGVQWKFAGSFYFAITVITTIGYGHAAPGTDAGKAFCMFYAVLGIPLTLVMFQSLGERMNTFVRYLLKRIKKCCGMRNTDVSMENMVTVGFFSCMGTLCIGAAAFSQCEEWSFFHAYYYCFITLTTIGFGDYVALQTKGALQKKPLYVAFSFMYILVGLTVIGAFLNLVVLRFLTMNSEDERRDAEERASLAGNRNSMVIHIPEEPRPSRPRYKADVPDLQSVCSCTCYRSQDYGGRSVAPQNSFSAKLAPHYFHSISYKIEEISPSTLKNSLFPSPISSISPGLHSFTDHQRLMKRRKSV
KCNQ1 inh: human KCNQ1 channel inhibition; P51787; CHO-K1 KCNQ1, FluxOR thallium flux fluorescence; active compounds read high; B-score at 10 µM; actives 1.3% (n = 310,000);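 active = compounds whose thallium flux B-score, printed positive for inhibition, exceeds three library SD while starting fluorescence stays within three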;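 also: channel opened by potassium depolarization with thallium stimulus after 20 min compound exposure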
MrgX1 agonist: human MrgX1 receptor agonism, primary screen; Q96LB2; MrgX1-HEK293 cells, Fluo-4 calcium fluorescence, agonist mode; active compounds read high; B-score at 10 µM; actives 0.44% (n = 310,000);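 active = calcium response B-score plate-corrected fluorescence ratio at least 3 library SD, with starting fluorescence B-score inside 5 SD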
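Test system: Stable human MrgX1 HEK293 cell line | Schedule: Overnight plating before 1 h dye loading | Read-out basis: Baseline-normalised fluorescence change ratio, B-scored | Detection: Kinetic calcium dye fluorescence, Fluo-4 NW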
hERG protect: shields human hERG channel from block by proarrhythmic agents. CHO-hERG, FluxOR thallium flux, dofetilide IC70 present. activation (rescue from dofetilide block), less the hit threshold, % at 10 µM. Q12809. actives 0.51% (n = 310,000);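 active = activation above the mean of controls blocked by dofetilide plus 5 SD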;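 also: thallium influx through hERG after potassium depolarization seen as dye fluorescence rise; in these data hits start at about 4.7%; inactives centre near -7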
RGS4 pot: potentiators or activators of RGS4 | actives 0.92% (n = 310,000) | B-score at 10 µM | HEK293 M3R/inducible RGS4, carbachol calcium flux Fluo4; active compounds read low | AID 463111;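 active = B-score of the integrated calcium signal more than 4 SD below the library mean, with starting fluorescence not abnormally high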;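 also: negative B-score means reduced calcium response which marks RGS4 activation or potentiation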
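test system = HEK293 cells with stable M3R and inducible RGS4 | schedule = recording 10 s baseline at 1 Hz, 100 s post-agonist | technique = Fluo4-AM (2 µM) calcium-flux fluorescence, kinetic read | measure = Agonist-evoked peak-minus-minimum fluorescence over baseline, integrated ratio, B score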
ANO1 block: blocks the mouse calcium-activated chloride channel TMEM16A; normalized B-score (activity score, 25-100; higher = stronger inhibition) at 10 µM; actives 1.2% (n = 310,000); HEK293 TMEM16A/YFP iodide influx fluorescence, ionomycin; Q8BHY3;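 active = ratio plate-corrected score three or more library SD toward inhibition, starting fluorescence score within five deviations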;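 also: score derived from kinetic fluorescence span divided by baseline fluorescence per well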
ANO1 activ: mouse TMEM16A channel activation, primary screen | Q8BHY3 | HEK293 TMEM16A/YFP-H148Q/I152L, iodide quench fluorescence; active compounds read low | B-score at 10 µM | actives 0.3% (n = 340,000);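 active = fluorescence-ratio B-score plate-corrected deviation score at least 3 library SD below zero, with starting fluorescence score within 5 deviations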;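 also: channel opened by trigger with iodide after compound preincubation; score built on the fluorescence ratio of max minus min over baseline; more negative score means more quench and so TMEM16A activation or potentiation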
* marks the source's active call; other numbers are inactive results; i = inactive; . = not tested or not shown.

SMILES	MrgX1 PAM	KCNQ1 act	KCNK3 inh	RGS4 inh	KCNK9 inh	KCNQ1 inh	MrgX1 agonist	hERG protect	RGS4 pot	ANO1 block	ANO1 activ
COc1ccc(NC(=O)CC2C(=O)N(c3cccc(OC)c3)C(=O)N2Cc2ccco2)cc1 (centres undefined)	i	i	i	i	i	i	i	-9	i	i	i
CCOc1ccccc1NC(=O)C(CC)Sc1nc2ccsc2c(=O)n1CCC(=O)O (centres undefined)	i	i	i	i	i	i	i	-6	i	i	i
CNC(=O)Cn1nc(-c2ccc(C)c(S(=O)(=O)N(C)C)c2)c2ccccc2c1=O	i	i	i	i	i	i	i	-16	i	i	i
COc1ccc2cc(C(N)=O)/c(=N/NC(=O)c3ccco3)oc2c1	i	i	i	i	i	i	i	-13	i	i	i
Cc1ccc(CNC(=O)C(C(=O)NCc2ccc(C)o2)c2ncc(C(F)(F)F)cc2Cl)o1	i	i	i	i	i	i	i	-5	i	i	i
COc1cc(OC)c(/C=N/NC(=O)c2ccc([N+](=O)[O-])cc2)cc1Br	i	i	i	i	i	i	i	-3	i	i	i
Cc1c(C(=O)O)cccc1-c1ccc(/C=N/n2cnnc2)o1	i	i	i	i	i	i	i	-8	i	i	i
O=C(COC(=O)CC(NC(=O)c1ccccc1Cl)c1ccccc1)Nc1cccc(F)c1 (centres undefined)	i	i	i	i	i	i	i	-7	i	i	i
COc1ccc(C(=O)Nc2ccnn2C2CCN(C(=O)c3cccnc3)CC2)cc1	i	i	i	i	i	i	i	-10	i	i	i
CCN(CC)c1ccc(S(=O)(=O)N2CCCCC2)cc1NC(=O)C1=COCCO1	i	i	i	i	i	i	i	-17	i	i	i
Cn1nnnc1SCC(=O)Nc1ncc(Cl)cc1Cl	i	i	i	i	i	i	i	-10	i	i	i
COc1ccc(NC(=O)c2c(N)no[n+]2[O-])cc1	i	i	i	i	i	i	i	-7	i	i	i
COc1ccccc1OCCn1cc(/C=N/n2cnnc2)c2ccccc21	i	i	i	i	i	i	i	-10	i	i	i
CCOC(=O)c1nnn(-c2nonc2NC(C)=O)c1C	i	i	i	i	i	i	i	-9	i	i	i
O=C(CSc1cccc2cccnc12)OCC(=O)c1ccc(Br)cc1	i	i	i	i	i	i	i	-3	i	i	i
Cn1c(OCc2ccc3c(c2)OCO3)nc2c1c(=O)n(Cc1cccc(Cl)c1)c(=O)n2C	i	i	i	i	i	i	i	-3	i	i	i
CCN1C(=O)CC(N2CCC(C(=O)N3CCOCC3)CC2)C1=O (centres undefined)	i	i	i	i	i	i	i	-6	i	i	i
COC(=O)c1ccc(NC(=O)Nc2ccc(F)c(Cl)c2)cc1	i	i	i	i	i	6*	i	-8	i	i	i
CCCSC1=C(C#N)C(c2cccnc2)C(C(=O)OCC)=C(c2ccccc2)N1 (centres undefined)	i	i	i	i	i	i	i	-5	i	i	i
CC(C)N(Cc1nc(-c2ccc(Cl)cc2)no1)C(=O)/C=C/c1ccccc1	i	i	i	i	i	i	i	-10	i	i	i
CCC(=O)Nc1cc(C(=O)O)ccc1Sc1ccc(Cl)cc1	i	i	i	i	i	i	i	-5	i	i	i
Cc1ccc2cc3cc(C(=O)N(CC(=O)NC4CCCC4)c4cccc(C)c4C)sc3nc2c1	i	i	i	i	i	i	i	-3	i	i	i
COc1ccc2c(c1)[nH]c1c(=O)n(CCC3=CCCCC3)cnc12	i	i	i	i	i	i	i	-6	i	i	i
COc1cccc(C(=O)Nc2c3c(nc4c2CCC4)CCCC3)c1	i	i	i	i	i	i	i	-8	i	i	i
O=C(/C=C/c1ccccc1Cl)c1ccc(O)cc1	i	i	i	i	i	i	i	-3	i	i	i
Next part
SMILES	MrgX1 PAM	KCNQ1 act	KCNK3 inh	RGS4 inh	KCNK9 inh	KCNQ1 inh	MrgX1 agonist	hERG protect	RGS4 pot	ANO1 block	ANO1 activ
CCCCN(CC)CCCNC(=O)c1csc2c1CCCCC2	i	i	i	i	i	i	i	-12	i	i	i
COc1cccc(NC(=S)NCc2cccnc2)c1	i	i	i	i	i	i	i	-8	i	i	i
CS(=O)(=O)N(CC(=O)Nc1ccccc1C(=O)NCc1ccco1)c1ccc2c(c1)OCCO2	i	i	i	i	i	i	i	-9	i	i	i
COc1ccccc1N1CCN(C(=O)CSc2nc3ccccc3o2)CC1	i	i	i	i	i	i	i	-23	i	i	i
COc1ccc(N(CC(=O)Nc2ccc(C)c(C)c2)S(=O)(=O)c2c(C)n[nH]c2C)cc1	i	i	i	i	i	i	i	-5	i	i	i
CCC(=O)C1=C(N2CCCC2)CC(C)(C)CC1=O	i	i	i	i	i	i	i	-6	i	i	i
O=C(COC(=O)c1cc(-c2ccccc2Cl)nc2ccccc12)Nc1ncc(C(F)(F)F)cc1Cl	i	i	i	i	i	i	i	-6	i	i	i
Cc1ccc(-n2ncc3c(=O)[nH]cnc32)c(C)c1	i	i	i	i	i	i	i	-15	i	i	i
COC(=O)c1cc2ccsc2n1CC(=O)Nc1ccc(N(C)C)cc1	i	i	i	i	i	i	i	-9	i	i	i
O=C(Oc1ccc2c(=O)c(Oc3ccc4ccccc4c3)coc2c1)c1cncc(Br)c1	i	i	i	i	i	i	i	11*	i	i	i
Cc1oc2cc3oc(=O)c(CC(=O)NCCC(=O)O)c(C)c3cc2c1C	.	i	i	i	i	i	.	-6	i	.	i
COc1ccc(C(=O)CSc2nc3cccnc3n2C)cc1	i	i	i	i	i	i	i	-5	i	i	i
O=C(N/N=C/c1cccnc1)c1cccc(Br)c1	i	i	i	i	i	i	i	-1	i	i	i
COCCNc1nnc(SC(C)C(=O)Nc2ccc(-c3nc4ccc(C)cc4s3)cc2)s1 (centres undefined)	i	i	i	i	i	i	i	-8	i	i	i
O=C(NCc1ccc(Cl)cc1)C(=O)NCC1OCCN1S(=O)(=O)c1ccc2c(c1)OCCO2 (centres undefined)	i	i	i	i	i	i	i	-16	i	i	i
O=C(COC(=O)Cc1ccsc1)NC1CCCCCC1	i	i	i	i	i	i	i	-10	i	i	i
O=C(Nc1ccccc1C(=O)O)c1cc(S(=O)(=O)NCc2ccccc2)ccc1Cl	i	i	i	i	i	i	i	-5	i	i	i
CC(C)C[C@@H]1NC(=O)[C@H](C(C)C)NC(=O)c2cc([N+](=O)[O-])cc(I)c2NCC[C@@H](C(N)=O)NC1=O	i	i	.	i	i	i	i	-6	i	i	.
COc1ccc(C2(c3ccc(OC)cc3)NC(=O)N(CC(=O)N(C)C)C2=O)cc1	i	i	i	i	i	i	i	-9	i	i	i
O=S(=O)(c1ccc(N2CCN(S(=O)(=O)c3ccc4c(c3)OCCO4)CC2)nc1)N1CCCC1	i	i	i	i	i	i	i	-17	i	i	i
Cc1ccc(-c2ccc(SCC(=O)N3CCN(c4ccccc4)CC3)nn2)cc1	i	i	i	i	i	i	i	-4	i	i	i
CCCCC[C@H](O)/C=C/C1=C(CCCCCCC(=O)O)C(=O)CC1	i	i	i	i	i	i	i	-4	i	i	i
Cc1cccc(C)c1NC(=O)C(=O)NCC1CCCN1S(=O)(=O)c1cccs1 (centres undefined)	i	i	i	i	i	i	i	-16	i	i	i
C=CCn1c(SCc2ccc(Cl)cc2)nc2c1c(=O)[nH]c(=O)n2C	i	i	i	i	i	i	i	-10	i	i	i
Cc1ccnc(NC(=S)NC(=O)/C=C/c2ccco2)c1	i	i	i	i	i	i	i	-5	i	i	i

As entered above.
hERG protect result of O=C(COC(=O)Cc1ccsc1)NC1CCCCCC1 : -10
hERG protect result of COc1ccccc1N1CCN(C(=O)CSc2nc3ccccc3o2)CC1 : -23

Further results follow:
SMILES	MrgX1 PAM	KCNQ1 act	KCNK3 inh	RGS4 inh	KCNK9 inh	KCNQ1 inh	MrgX1 agonist	hERG protect	RGS4 pot	ANO1 block	ANO1 activ
Cc1nc2c(-c3ccc(F)cc3)cnn2c2c1CCC2	i	i	i	i	i	i	i	-4	i	i	i
CCCn1cc(CN2CCc3ccc(NC(=O)C4CCCO4)cc3C2)c(C)n1 (centres undefined)	i	i	i	i	i	i	i	-8	i	i	i
COc1ccc(Oc2nccc(-c3ccc(F)cc3)c2C#N)cc1	i	i	i	i	i	i	i	-14	i	i	i
CC1CN(CCCCSc2ccc(Cl)cc2)CC(C)O1 (centres undefined)	i	i	i	i	i	i	i	-10	i	i	i
Cc1ccc(C)c(/C(O)=C2\C(=O)C(=O)N(CCCN3CCOCC3)C2c2cccnc2)c1 (centres undefined)	.	i	i	i	i	i	.	-2	i	.	i
O=C(Cc1ccc(S(=O)(=O)N2CCOCC2)s1)Nc1cc(C(F)(F)F)ccc1N1CCCC1	i	i	i	i	i	i	i	-18	i	i	i
CCC(Sc1nccn1C)C(=O)Nc1nnc(C)s1 (centres undefined)	i	i	i	i	i	i	i	-12	i	i	i
C#CC(C)(CC)NC(=O)c1cc2cccc(CC=C)c2oc1=O (centres undefined)	i	i	i	i	i	i	i	-13	i	i	i
CCc1ccccc1NC(=O)N[C@@H](C)C(=O)O	i	i	i	i	i	i	i	-10	i	i	i
Cc1ccc(C(=O)C2CCN(C(=O)c3ccc(C)cc3)CC2)cc1	i	i	i	i	i	i	i	0	i	i	i
CCCCOc1ccc2c(C)cc(=O)oc2c1OCCCC	i	i	-9.4*	i	-25*	7*	i	-12	i	100*	i
Cc1c(NC(=O)COc2ccc3ccccc3c2)c(=O)n(-c2ccccc2)n1C	i	i	.	i	i	i	i	-4	i	i	.
CN(Cc1ccccc1)C(=O)c1ccccc1C(=O)O	i	i	i	i	i	i	i	-13	i	i	i
Cc1nn(C)cc1CN(C)Cc1c(C(=O)N(C)Cc2ccccc2)nc2ccccn12	i	i	i	i	i	i	i	6.5*	i	i	i
O=C(Nc1ccc2oc(=O)ccc2c1)c1cc2ccccc2o1	i	i	i	i	i	i	i	-8	i	i	i
CN(C)S(=O)(=O)c1cccc(NC(=O)COC(=O)CCC(=O)c2ccc(F)cc2)c1	i	i	i	i	i	i	i	-3	i	i	i
Cc1ccc(CNC(=O)c2ccc(NC3=NC4CS(=O)(=O)CC4S3)cc2)cc1 (centres undefined)	i	i	i	i	i	i	i	-9	i	i	i
Fc1ccc(NCc2ccccc2F)cc1Cl	i	i	i	i	i	i	i	-6	i	i	i

Screening data (PubChem)
